# Source: PubChem BioAssay
# LDHA inh – blocks human lactate dehydrogenase A. P00338. purified LDHA, NADH/diaphorase-resazurin fluorescence; active compounds read low. activity change, % (values are at about 110 or 230 µM). hit rate 0.15% among 480,000. AID 1347041; in the data active = activity change below about -30%; inconclusive = mostly about -25% to -30%;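 note: plate controls were DMSO wells for no effect and wells without enzyme for full effect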
#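 Resorufin fluorescence (ex540/em590), read at 0 and 20 min after diaphorase/resazurin addition, reports the NADH left after a 5 min room-temperature reaction of 2 nM human LDH5 with 0.06 mM NADH and 0.2 mM pyruvate.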
# D2 ag – activates the human D2 dopamine receptor; P14416; HEK293 T-REx D2 cells, calcium flux agonist mode; activation, % at 2 µM; hit rate 0.53% among 340,000; AID 485358;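 active = activation over 3 SD above normal in the single-dose calcium agonist read, cut at about 30% in these data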; note: 0% is about no effect
# Target sequence (P14416 whole entry, looked up): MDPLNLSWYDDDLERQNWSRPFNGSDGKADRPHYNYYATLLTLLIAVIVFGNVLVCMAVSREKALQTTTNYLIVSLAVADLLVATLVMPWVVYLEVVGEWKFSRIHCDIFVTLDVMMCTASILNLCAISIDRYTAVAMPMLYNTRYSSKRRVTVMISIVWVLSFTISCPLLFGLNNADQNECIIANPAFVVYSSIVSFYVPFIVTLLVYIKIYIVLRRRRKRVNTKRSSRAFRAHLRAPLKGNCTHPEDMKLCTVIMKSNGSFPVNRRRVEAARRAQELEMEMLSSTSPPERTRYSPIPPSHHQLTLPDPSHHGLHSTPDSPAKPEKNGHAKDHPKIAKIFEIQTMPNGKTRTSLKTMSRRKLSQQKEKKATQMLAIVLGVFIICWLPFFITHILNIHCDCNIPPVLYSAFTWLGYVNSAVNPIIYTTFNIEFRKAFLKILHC
#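 Agonism scored from kinetic calcium signal (1 read/sec, 180 s) following compound pin transfer, after a 10 s baseline. Cells: HEK293 Trex line expressing inducible D2 receptor coupled to calcium, dye-loaded after overnight culture at 30 C.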
# RGS4 inh – blocks human RGS4-accelerated GTP hydrolysis. P49798. Transcreener GDP fluorescence polarization, RGS4-accelerated GTP hydrolysis. Potency, µM (titrated, usually from 114 µM), inactives show at the top dose activity change, negative = inhibition, most hits filed as inhibitors. hit rate 0.039% among 390,000. AID 504845; note: potency is the fitted concentration of half-maximal effect; % is set by controls: 0 for no effect and ±100 for the full control effect; nearly all actives have a fitted effect of over 75% in size; some results filed as inactive show a strong effect at the top dose
#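 MLSMR compounds (23 nl, pin-transferred) preincubated 10 min at room temperature with a 500nM (2x) first reagent, then RGS4 at 900nM (2x) plus Transcreener GDP mix added; fluorescence polarization (620/688 nm) read before and after 90 min at 30 °C.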
# 12-LOX inh – blocks human arachidonate 12S-lipoxygenase; P18054; Potency, µM (titrated, usually from 108 µM), for inactives: at the highest dose activity change, negative = inhibition, usual class: inhibitors; hit rate 1.1% among 580,000; purified 12hLO, xylenol orange hydroperoxide absorbance; note: potency is the fitted concentration of half-maximal effect; % is set by controls: 0 for no effect and ±100 for the full control effect
#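 Purified human 12hLO at 150 nM in 25 mM Hepes, 0.01% Triton X-100, pH 7.0, preincubated 15 min at room temperature with compound. Reaction started with 40 uM arachidonic acid, 30 min at room temperature. Hydroperoxide measured by Fe-xylenol orange, 573/405 nm absorbance ratio.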
# ERG Ets-DNA blk – blocks human ERG Ets domain binding to DNA. P11308. fluorescence polarization, His-ERG Ets domain / labelled DNA. Potency, µM (titrated, usually from 76.9 µM), without a hit: at the highest dose FP activity, negative = inhibition, usual class: inhibitors. hit rate 0.028% among 370,000; active = well fitted inhibition curve with a large enough effect in the polarisation, with a control signal flat; inconclusive = small, poorly fitted or top-dose-only effect, or effect the other way, or a change in a side signal; inactive = no such curve, though single readings can be large or run the other way; the % refers to the polarisation;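 note: polarization taken with two DNA probes labelled with fluorescein and Texas red; potency is the fitted concentration of half-maximal effect; % of control where 0% means no effect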
# Target sequence (P11308 whole entry, looked up, the tested form may be a part): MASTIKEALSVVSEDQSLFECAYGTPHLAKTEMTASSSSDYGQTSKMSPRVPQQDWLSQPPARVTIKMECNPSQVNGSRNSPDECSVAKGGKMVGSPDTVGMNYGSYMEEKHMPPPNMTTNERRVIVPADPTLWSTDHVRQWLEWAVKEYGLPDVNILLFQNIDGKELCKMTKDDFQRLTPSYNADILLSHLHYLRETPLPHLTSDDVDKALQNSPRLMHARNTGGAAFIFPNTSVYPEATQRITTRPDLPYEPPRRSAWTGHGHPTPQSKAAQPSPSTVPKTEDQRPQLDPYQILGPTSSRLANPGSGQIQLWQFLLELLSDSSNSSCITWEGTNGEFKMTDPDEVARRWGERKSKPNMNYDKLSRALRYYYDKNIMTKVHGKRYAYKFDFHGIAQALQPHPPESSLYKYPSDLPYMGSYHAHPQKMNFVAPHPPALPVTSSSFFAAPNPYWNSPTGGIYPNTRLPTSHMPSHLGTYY
#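 His-tagged ERG Ets domain (1 uM in the protein solution; 300mM KCl, 50mM Tris-HCl, 1mM EDTA, 1mM DTT, pH 7.5) received compound, then a probe mix of 5 nM fluorescein-DNA and 100nM Texas-615-DNA. Fluorescence polarization was read for both dyes.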
# Vif-APOBEC3F blk – Vif-A3F binding inhibition. HeLa A3F-eYFP + Vif (tagged APOBEC3F with the HIV-1 protein that degrades it), YFP fluorescence increase. Potency, µM (doses to about 46.1 µM), without a hit: at the highest dose activity, negative = active. hit rate 0.2% among 390,000; note: potency is the fitted concentration of half-maximal effect; % of control where 0% means no effect; nearly all actives have a fitted effect of over 65% in size
#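 HeLa cells stably expressing A3F-eYFP plus Vif, plated and incubated overnight at 37 deg C, then exposed to compounds overnight at 37 deg C. Blocked degradation read as raised yellow fluorescence (Ex 488/Em 500-530).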
# Vif-APOBEC3G blk – blocks the Vif interaction with human APOBEC3G; Q9HC16; HeLa A3G-eYFP + Vif (tagged APOBEC3G with the HIV-1 protein that degrades it), YFP fluorescence, overnight; Potency, µM (titrated, usually from 46.1 µM), for the others: at the top dose activity, negative = active, most hits filed as inhibitors; hit rate 0.076% among 410,000; AID 602310;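 note: potency is the fitted concentration of half-maximal effect; % is set by controls: 0 for no effect and ±100 for the full control effect; nearly all actives have a fitted effect of over 60% in size; hits raise eYFP signal because A3G escapes Vif-driven loss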
#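 HeLa cells stably expressing Vif and C-terminally eYFP-tagged A3G, seeded overnight at 37 deg C, then exposed to compound by pintool overnight at 37 deg C. Rise in yellow fluorescence (Ex 488/Em 500-530, Acumen) marks blocked Vif-driven A3G degradation.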
# Glioma ERSR ind – ER stress response induction in glioma; U87-MG GRP78 promoter luciferase reporter, 16 h; Potency, µM, for inactives: top-dose activation, actives largely listed as activators; hit rate 0.02% among 420,000; AID 602332; note: potency is the fitted concentration of half-maximal effect; series mostly up to about 76 µM; % of control where 0% means no effect; nearly all actives have a fitted effect of over 35% in size
#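 Stably transfected U87-MG glioma cells carrying a GRP78-based luciferase sensor; 16 h compound incubation. Luminescence end-point read 10 min after Bright-Glo addition at room temperature.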
# D2 antagonist – antagonists of human D2 dopamine receptor | inhibition, % at 10 µM | HEK293 TREx D2 cells, calcium flux, dopamine EC80 | hit rate 2% among 340,000; in the data active = inhibition above about 30%; note: 0% is about no effect
#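 Measurement of antagonist activity uses fluorescent calcium dye in inducible HEK293 T-REx D2 cells: 10 s baseline, compound addition with 180 s read, EC80 dopamine addition with a further 180 s read.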
# Active calls of the source: *; ? = inconclusive; / = not tested or not shown; & = joins results of further samples; [ ] = dose if it differs, or a comment. Unless noted, calls come from the whole dose curve; as a rule, active = well fitted curve in the direction sought with a large enough effect; inconclusive = small, poorly fitted or top-dose-only effect, or another doubt; inactive = no such curve, though single readings can be large; an effect the other way counts as inactive or inconclusive. A portion of the library; count on the stated rates, not on these rows.
compound,LDHA inh,D2 ag,RGS4 inh,12-LOX inh,ERG Ets-DNA blk,Vif-APOBEC3F blk,Vif-APOBEC3G blk,Glioma ERSR ind,D2 antagonist
Cc1sc2c3ccsc3ccc2[n+]1C,-14,-0.6,?,16µM*,-1%,?,-3%,-9%,2
O=[N+]([O-])c1cc(Cl)ccc1NCCNS(=O)(=O)c1ccccc1,-5,-0.4,-16%,?,-25%,-5%,0%,0%,-16
O=C1C(Cc2ccccc2)Nc2ncnc(N3CCOCC3)c2N1Cc1ccccc1 (configuration not stated),-3&0,/,2%,?,-2%,-3%,-3%&-4%,-3%&-3%,/
COC(=O)c1cnc(NC(=O)C2(C)CCCN(C(C)=O)C2)s1 (configuration not stated),-4,/,/,-13%,/,/,-2%,-3%,/
COc1ccc(-c2ccc(-c3nnc(-c4cc(OC)ccc4OC)o3)cc2)cc1,-4,0.6,-42%,2%,3%,1%,2%,-5%,4
CSc1ccc(CNCc2c(C(=O)O)c(C)n(Cc3ccc(F)cc3Cl)c2C)cc1,-2,-0.3,-19%,-13%,-1%,-5%,-1%,-4%,/
Cc1ccc(C(=O)N2CCN(c3ccc(NC(=O)c4cc(C)cc(C)c4)cc3)CC2)cc1,-1,/,1%,0%,4%,2%,0%,-6%,/
O=C(CSc1nc(-c2ccccc2)cs1)N1CCN(C(=O)c2ccco2)CC1,5,-2.9,-11%,?,11%,-5%,0%,-1%,-10
Oc1ccccc1-c1nc2cnccn2c1Nc1ccc(Cl)cc1,1,0.7,4%,-8%,10%,-3%,-12%,-4%,/
CSCCC(NC(=O)c1ccc([N+](=O)[O-])cc1Cl)C(=O)OCC(=O)N1CCN(C(C)=O)CC1 (configuration not stated),-5,/,-15%,13%,0%,-4%,0%,-3%,/
COc1ccc2c(c1)C(=O)C1NC(=O)NC(=O)C1(Br)N2 (configuration not stated),-6,/,0%,-23%,5%,3%,0%,0%,/
CCOC(=O)C1CCCN(C(=O)c2ccc3c(c2)CCO3)CC1 (configuration not stated),-2,/,/,2%,/,/,0%,-2%,/
CC(Oc1ccccc1)C(=O)OCC(=O)Nc1ccc2c(c1)OCO2 (configuration not stated),4,/,8%,-29%,4%,5%,-2%,-1%,/
CCCCCC(=O)N1CC2(CC(c3cccc(NC(=O)c4ccccc4)c3)=NO2)C[C@@H]1C(N)=O (some centres not stated),8,-0.1,-13%,-16%,4%,3%,2%,-1%,16
O=S(=O)(CS(=O)(=O)Oc1ccccc1)Oc1ccccc1,-6,/,-39%,?,/,3%,0%,-2%,/
O=C(Nc1ccc(F)cc1)c1ccc(C(=O)N2CCOCC2)cc1,-5,1.0,5%,-2%,-10%,5%,-1%,-3%,2
COc1ccc(-n2nc(C(=O)N3CCCCC3C)c3c4ccccc4n(C)c3c2=O)cc1Cl (configuration not stated),-9,-0.3,18%,-20%,-1%,-9%,6%,0%,/
Cc1cc(C)cc(NCc2nnc3n2CCCCC3)c1,6,-0.1,16%,0%,3%,3%,0%,-4%,/
COc1ccc2c(c1OC)CCC2=O,0,0.4,-25%,0%,-1%,-1%,-1%,-4%,-1
Cc1ccccc1-n1ccnc1SCC(=O)NCC1CCCO1 (configuration not stated),-1,0.8,3%,-7%,-19%,1%,5%,-1%,-10
CN(C)Cc1c(C(C)(C)O)[nH]c2ccc(C(F)(F)F)cc12,0,/,10%,-6%,1%,-4%,-1%,-4%,/
Cc1nc2c(-c3ccccc3)c(C)nn2c(C)c1CCC(=O)Nc1ccccc1F,-3,-0.1,-22%,-5%,0%,-1%,-6%,-5%,/
CN1C(=O)[C@H](Cc2ccc([N+](=O)[O-])cc2)NC1=S,-6,-2.4,-16%[56.9 µM],-24%,-1%,-1%,5%,-1%,-25
N=C1C(c2nc3ccccc3s2)=C(O)CN1Cc1ccccc1,0,0.4,-14%[11.4 µM],0%,3%,2%,-32%,0%,-5

# Rewritten with values under each structure: 2 of the compounds above.
# Fields – LDHA inh	D2 ag	RGS4 inh	12-LOX inh	ERG Ets-DNA blk	Vif-APOBEC3F blk	Vif-APOBEC3G blk	Glioma ERSR ind	D2 antagonist
COc1ccc2c(c1OC)CCC2=O
→ 0	0.4	-25%	0%	-1%	-1%	-1%	-4%	-1
CN1C(=O)[C@H](Cc2ccc([N+](=O)[O-])cc2)NC1=S
→ -6	-2.4	-16%[56.9 µM]	-24%	-1%	-1%	5%	-1%	-25

# (continued)
compound,LDHA inh,D2 ag,RGS4 inh,12-LOX inh,ERG Ets-DNA blk,Vif-APOBEC3F blk,Vif-APOBEC3G blk,Glioma ERSR ind,D2 antagonist
Cc1ccc(-n2c(C)cc(C(=O)COc3cccnc3[N+](=O)[O-])c2C)cc1,2,-0.2,-13%,-25%,3%,-17%,-2%,-7%,1
O=C(NCc1ccccc1)c1ccc2nnsc2c1,3,0.2,-15%,29%,10%,-1%,-11%,3%,34*
CC(C)OC(=O)c1ccc(NC(=O)C2C3CC4OC(=O)C2C4C3)cc1 (configuration not stated),-13,0.1,-5%[11.4 µM],-5%,0%,1%,-2%,0%,14
COc1ccc(C2C(C(=O)Nc3ccccc3)=C(C)Nc3nc(-c4ccccc4)nn32)cc1OC (configuration not stated),-10,/,-14%,?,10%,-23%,?,-3%,/
Cc1ccc(C2(c3ccc(C)cc3)CC2C(=O)NC(C)C)cc1 (configuration not stated),2,-0.3,-6%[56.9 µM],0%,25%,1%,0%,2%,0
CCCn1ncc(CN2CCC(CO)(Cc3ccc(OC)cc3)CC2)c1C,-10,/,21%,-5%,3%,6%,0%,-1%,/
O=C(CN1CCCCCC1=O)OCc1ncc(-c2ccccc2)o1,-5,2.7,-9%,-8%,-2%,-2%,-1%,-3%,2
COc1ccc(N2CCN(C(=O)c3ccc(N4CCCCS4(=O)=O)cc3)CC2)cc1,-21,0.1,-15%,15%,-12%,4%,-4%,-1%,2
CC(c1ccccc1)N(CCC(c1ccccc1)C1CCOC(C)(C)C1)C(=O)c1ccco1 (configuration not stated),1,-1.2,-15%,-27%,1%,-2%,-8%,-5%,1
Cc1ccc(CNc2nc(NCC3CC3)nc3ccsc23)c(C)c1,-2,/,/,?,/,/,-16%,-7%,/
Oc1cccc2oc(=S)[nH]c12,17,/,-22%,?,-10%,-5%,1%,-2%,/
Cc1ccc(S(=O)(=O)NCCc2csc3nc(-c4ccccc4F)nn23)cc1C,2,0.7,-16%,?,-2%,0%,1%,6%,/
Cc1cc(=O)n(Cc2ccco2)c(=S)[nH]1,-2,/,/,?,/,1%,0%,-1%,/
COc1ccccc1CN(C)C(=O)c1cnc(C)cn1,-5,-1.4,17%,0%,13%,12%,-1%,-4%,6
CCC(C)N1CCC(Oc2ccc(C(=O)NCc3ccccn3)cc2)CC1 (configuration not stated),-5,-0.3,21%,34%[activator],1%,-5%,-3%,-4%,-9
Cc1ccc(S(=O)(=O)c2nc(-c3ccccc3)oc2N2CCCCCC2)cc1,-4,0.6,-2%,-25%,4%,/,/,/,/
Cn1c(=O)c2ncn(CC(=O)Nc3nc(-c4ccc(Cl)cc4)cs3)c2n(C)c1=O,-7,-2.0,-3%,-16%,7%,-8%,2%,0%,-3
CSc1ncccc1C(=O)OCc1nc2ccsc2c(=O)[nH]1,-3,/,4%,-10%,10%,6%,0%,5%,/
CCCC(=O)N1CCC1(C)C(=O)NS(=O)(=O)c1ccc(C#N)cc1 (configuration not stated),-3,/,/,?,/,/,-4%,1%,/
Cc1ccc(-c2ccc(=O)n(CC(=O)NC(C)c3ccccc3)n2)cc1 (configuration not stated),-2,1.7,13%,?,-1%,-4%,-2%,-4%,/
COc1ccc(CN2C[C@@H](CO)O[C@@H](n3cnc4c(NCCO)ncnc43)C2)cc1,-4,/,/,?,/,/,1%,0%,/
Cc1ccc(C)c(OCCn2nnc3ccccc32)c1,-2,-1.0,-12%,4%,-17%,0%,7%,0%,10
COc1cc(OC)cc(-c2nc3nc(C)c(CCC(=O)NCc4ccco4)c(C)n3n2)c1,-3,0.7,-13%,-30%,2%,1%,0%,-6%,-3
C/C(Cn1nc([N+](=O)[O-])cc1C)=N\NC(=O)COc1ccccc1[N+](=O)[O-],-7,-0.1,20%,-7%,17%,6%,2%,3%,-14
Cc1c(-c2ccc(Br)cc2)c(=O)oc2ccc(OC(=O)N3CCOCC3)cc12,-7,1.2,8%,2%,0%,-6%,8%,0%,/
CNc1nc(SCC(=O)Nc2ccccc2)nc(N2CCOCC2)n1,-5,1.1,-4%,10%,-1%,4%,0%,-7%,19
CC1C(=O)N2CCCc3cc(S(=O)(=O)N4CCCCC4)cc1c32 (configuration not stated),-4,-0.2,12%,-10%,0%,-12%,-5%,-2%,6
COc1cccc(OC)c1C(=O)Nc1ccc2c(c1)Cc1ccccc1-2,-3,0.0,-17%,-7%,3%,-7%,-6%,5%,8
C[C@@H]1CCCCO[C@H](CN(C)Cc2ccc(C(F)(F)F)cc2)[C@@H](C)CN([C@H](C)CO)C(=O)c2cc(NS(=O)(=O)c3cn(C)cn3)ccc2O1,-5,/,/,-1%,/,-11%,0%,0%,/
c1ccc(-c2cccc(-c3ccccn3)n2)nc1,4,-0.7,28%,29%,0%,2%,?,7%,5
CNS(=O)(=O)c1cc(OC)ccc1OC,2,0.4,-6%,25%,1%,-3%,2%,-5%,-24
